Compound activity as filed in PubChem BioAssay.
CAL PDZ FP-1 = blocks peptide binding to human CAL PDZ domain; purified CAL PDZ, TMR-peptide fluorescence polarization, 1 h; inhibition, % at 20 µM; 0.02% of 330,000 active; AID 504414;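 active = highest replicate inhibition of at least 40%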;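 also: plate controls were DMSO neutral control wells for no effect and unlabeled competitor peptide control wells for full effect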
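Test system: tagged CAL PDZ domain / Buffer or medium: sodium phosphate/NaCl buffer pH 7.4 with TCEP, IgG, Thesit / Reagent: TMR-labelled reporter peptide T*-PRC34 bound in PDZ groove / Compound dosing: single point, 20 µM / Schedule: 1 h incubation at room temperature before polarization reading / Technique: fluorescence polarization (mP) / Benchmarks: unlabelled peptide, DMSO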
SR-BI uptake up = SR-BI HDL lipid transfer activation; CHO ldlA[mSR-BI] cells, DiI-HDL uptake fluorescence, 3 h; 100 = double the neutral-control signal; AID 504775; activation, % at 12.5 µM; 0.096% of 320,000 active;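 active = mean replicate activation of at least 60% and every replicate at or above 60%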;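 also: 0% = median plate neutral-control signal and 100% = twice that signal; values of inactives mirror those of a sister screen read the other way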
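Material: SR-BI-overexpressing, LDLR-lacking CHO cells | Dosing: Single compound concentration, delivered by pin transfer | Probe or stimulus: Labelled HDL, 10 µg/mL | Signal: Bottom-read cell fluorescence after medium removal, ex 550/em 595 nm | Schedule: 3 h, 37 °C | Evaluation: HDL uptake via cellular fluorescence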
Keap1-Nrf2 PPI = disrupts human Keap1 binding to Nrf2 peptide; 0.15% of 340,000 active; inhibition, % at 9.4 µM; Q14145; Keap1 Kelch-Nrf2 peptide fluorescence polarization, 1536-well; in the data active = inhibition above about 12%;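 also: human Keap1 Kelch domain with fluorescein labeled Nrf2 9mer peptide probe; 0% = neutral control wells and 100% = peptide positive control; higher means more block of Keap1 binding to Nrf2 peptide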
Target sequence (Q14145 whole entry, looked up, the tested form may be a part): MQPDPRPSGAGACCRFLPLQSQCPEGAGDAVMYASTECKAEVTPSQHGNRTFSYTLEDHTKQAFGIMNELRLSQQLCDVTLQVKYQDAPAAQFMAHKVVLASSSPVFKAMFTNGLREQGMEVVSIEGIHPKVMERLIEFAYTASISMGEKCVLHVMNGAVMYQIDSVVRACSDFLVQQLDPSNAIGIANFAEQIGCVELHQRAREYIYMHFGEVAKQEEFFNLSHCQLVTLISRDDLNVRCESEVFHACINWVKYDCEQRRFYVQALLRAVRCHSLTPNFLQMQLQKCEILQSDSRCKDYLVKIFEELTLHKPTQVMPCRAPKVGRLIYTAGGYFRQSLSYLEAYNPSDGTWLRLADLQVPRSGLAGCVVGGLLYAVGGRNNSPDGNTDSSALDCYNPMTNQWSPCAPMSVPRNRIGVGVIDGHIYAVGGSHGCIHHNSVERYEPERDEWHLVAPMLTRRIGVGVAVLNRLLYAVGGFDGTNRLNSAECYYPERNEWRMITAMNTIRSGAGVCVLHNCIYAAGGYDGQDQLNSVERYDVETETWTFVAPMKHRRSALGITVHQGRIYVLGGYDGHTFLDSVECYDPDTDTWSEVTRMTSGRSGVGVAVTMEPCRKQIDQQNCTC
RTF Ca sens act = cardiac RTF calcium sensitization. P19429+P45379. IANBD-labeled TnC RTF fluorescence at EC20 calcium; 0% EC20 calcium, 100% full calcium. activation, % at 7.2 µM. 0.24% of 340,000 active. AID 493008;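 active = activation above the mean over all tested compounds plus 3 SD, cut at about 30% in these data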;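 also: rise in fluorescence read as greater calcium sensitivity of cardiac thin filaments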
RTF Ca sens inh = cardiac RTF calcium desensitization; IANBD-labeled cardiac RTF, Ca2+ fluorescence; AID 493244; 0.12% of 340,000 active; inhibition, % at 7.15 µM; P19429+P45379;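 active = inhibition above the mean inhibition of all tested compounds plus 3 SD, cut at about 17% in these data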;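 also: assay run at fixed EC70 calcium of 1.6 mM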
Rtt109 HAT inh = inhibitors of Candida albicans Rtt109/Vps75 histone acetyltransferase. purified Rtt109/Vps75, ThioGlo CoA-SH fluorescence, 4 h. inhibition, % at 34.9 µM. 0.16% of 330,000 active. Q5AAJ8;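 active = inhibition of at least 50% in every replicate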
Target sequence (Q5AAJ8 whole entry, looked up): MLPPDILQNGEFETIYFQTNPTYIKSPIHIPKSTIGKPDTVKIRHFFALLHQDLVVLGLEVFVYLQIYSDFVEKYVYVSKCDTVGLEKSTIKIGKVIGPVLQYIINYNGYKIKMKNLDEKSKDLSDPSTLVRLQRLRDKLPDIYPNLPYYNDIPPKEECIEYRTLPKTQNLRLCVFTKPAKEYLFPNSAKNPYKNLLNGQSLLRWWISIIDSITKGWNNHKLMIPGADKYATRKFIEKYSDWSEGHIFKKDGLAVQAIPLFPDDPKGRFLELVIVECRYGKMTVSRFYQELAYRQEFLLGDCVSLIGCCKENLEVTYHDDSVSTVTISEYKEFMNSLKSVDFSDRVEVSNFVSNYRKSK
C-LANA FP = blocks KSHV LANA C-terminal domain binding to DNA; AID 504423; 0.078% of 340,000 active; MBP-C-LANA/FAM-LBS DNA binding, fluorescence polarization; inhibition, % at 9 µM;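 active = highest replicate inhibition at or above 60% at 9 µM, even if other replicates fall short; inactive = all replicates below 60% inhibition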;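 also: 0% = neutral control wells and 100% = 4 µM acridine orange control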
PKA-R2B activ = PKA-R2B complex activation; P22694+P31323; AID 504700; 0.079% of 340,000 active; activation, % at 11.4 µM; PKA-R2B holoenzyme dissociation, Cy5-IP20 fluorescence polarization; R2B truncated from residue 108, S112A mutant; 0% DMSO only, 100% 113 µM cGMP;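 active = activation above a cutoff set at the mean over all compounds plus 3 SD, cut at about 18% in these data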;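 also: higher means more holoenzyme dissociation and a rise in polarization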
CAL PDZ FP-2 = inhibitors of human CAL PDZ peptide binding; Q9HD26; purified CAL PDZ, TMR-peptide fluorescence polarization, 1 h; inhibition, % at 24.9 µM; 0.92% of 300,000 active; AID 602252;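 active = mean inhibition of at least 30% with at least half of replicates also reaching 30%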;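 also: 0% = DMSO neutral control and 100% = excess unlabeled competitor peptide PRC23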
DAGLB inhibitor = blocks human DAGLB lipase activity | Q8NCG7 | HEK293T DAGLB membrane lysate, EnzChek fluorogenic substrate | inhibition, % at 5.17 µM | 0.059% of 340,000 active | AID 504411; in the data active = inhibition above about 34%;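 also: 0% = enzyme with vehicle and 100% = wells lacking enzyme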
* marks the source's active call; other numbers are inactive results; i = inactive; nt = not tested or not shown.

Order of results: C-LANA FP, CAL PDZ FP-2, CAL PDZ FP-1, RTF Ca sens act, Rtt109 HAT inh, DAGLB inhibitor, Keap1-Nrf2 PPI, SR-BI uptake up, PKA-R2B activ, RTF Ca sens inh
CC(=N\NC(=O)c1ccccc1)/C(=N/O)C(=O)Nc1ccccc1
  0.7, -2, -1.2, 0, 2, 0, -5, -16, -9, -15
CCN(CC)Cc1c(O)ccc2occ(C(=O)c3ccccc3)c12
  1.6, 0, -0.4, 0, 0, -4, 0, -2, 7, -3
N#CCc1cc2ccc3cccc4ccc(c1)c2c34
  2.9, -5, -1.5, 1, -19, -7, 1, 0, -12, 3
CN(Cc1ccccc1)C(=O)c1ccc([N+](=O)[O-])o1
  -1.2, -1, -2.2, -1, nt, -3, 0, 8, -5, -2
C[C@H](CCCC/C=C/C(=O)O)O[C@@H]1O[C@@H](C)[C@H](O)C[C@H]1O
  2.6, -1, 1.3, -3, 4, 1, -4, 22, -6, -8
CCCCOc1cccc(C2C(C(=O)c3ccc(C)o3)=C(O)C(=O)N2c2nnc(C)s2)c1 (centres undefined)
  2.5, -4, -2.7, 8, 11, 0, -3, 6, 6, -14
CCOc1ccc(OCC)c(NC(=O)CCSCCc2ccccn2)c1
  0.5, 3, 0.6, -3, -6, -1, -2, -8, 4, 3
COc1ccc(C(=O)NCCS(=O)(=O)NCc2ccc(C)cc2)cc1
  -0.1, 2, -1.0, -1, 2, 0, 3, 8, -1, 7
COc1ccccc1NC(=O)CSc1nc2sc(C)c(C)c2c(=O)n1Cc1ccco1
  0.2, -4, -1.2, -3, -1, -4, 2, 3, 0, -9
CN(C)/C=C/C(=O)c1ccccc1F
  -1.0, 0, 0.3, -1, 8, 2, 0, 8, 6, 3
Cc1cccc(NC(=O)CSc2nc3nc(C)cc(C)n3n2)c1
  1.0, 0, -3.8, 1, -13, 5, -3, 25, -2, -3
Cc1nc(N)nc(N/N=C/c2c(F)cccc2Cl)n1
  1.0, -5, nt, 0, -2, -1, -7, -11, -4, -5
COc1ccc2[nH]c3c(C)c4cc[n+](C)cc4c(C)c3c2c1
  43, 1, 4.5, -2, -2, 0, -4, 3, 6, -6
CCN(CC)C(=O)Oc1ccc2cc(Br)ccc2c1
  0.7, -3, -0.2, 0, 2, -9, -3, -3, -17, 2
COc1ccc(CCN2C(=O)C3C(C2=O)C2C=CC3C23CC3)cc1OC (centres undefined)
  -0.8, 7, -0.6, -9, -8, 0, 0, 13, 2, 1
CCN(CC)S(=O)(=O)c1ccc(Nc2cc(C)nc3ncnn23)cc1
  4.1, -3, 0.3, -5, 0, 3, -2, 11, -6, -2
CCOC(=O)c1cc2c(=O)n3ccccc3nc2n(Cc2ccccc2)c1=N
  0.6, -3, nt, 2, -14, 0, -2, 1, 3, -14
O=C(Cc1ccccc1)N/N=C/c1ccc(-c2ccc([N+](=O)[O-])cc2)o1
  17, -4, 0.5, 6, -5, 3, 4, -15, -5, -12
COC(=O)c1ccc(Oc2nc(N3CCCCC3)nc(N3CCOCC3)n2)cc1
  1.2, -1, -2.0, 0, nt, -9, -1, -22, -9, -14
COc1ccc(CN2CCN(C(=O)C3CCN(C(=O)Nc4ccccc4)CC3)CC2)cc1OC
  0.8, -1, 0.5, 1, -10, -1, -1, -33, -2, -9
CC(C)(C)SCCNC(=O)CSCc1ccc([N+](=O)[O-])cc1
  -0.4, -1, 0.8, 0, -6, -1, -5, 1, 2, 7
O=C(O)C1CCC(=O)N1Cc1ccccc1Cl (centres undefined)
  0.7, -3, -0.5, -1, 5, -2, -5, 1, -8, 6
CCOC(=O)C1=C(C)N(CCCC(=O)O)C(=O)NC1c1ccccc1 (centres undefined)
  2.0, -1, 0.8, 2, 1, -2, 1, 16, 5, -10
O=C(CSc1nnnn1C1CCCC1)Nc1ccc(F)cc1
  0.8, -3, -1.3, -5, -5, -2, -6, 7, -2, -9
Cc1ccc2nc(N3CCN(Cc4ccc(F)cc4)C3=O)c(C)cc2c1
  0.6, -3, nt, -1, -8, -10, -7, 28, -11, -4
CC(C)(C)c1ccc(C(=O)CCCSC2=C(C#N)C(c3ccco3)C3=C(CCCC3=O)N2)cc1 (centres undefined)
  -0.9, 0, -0.9, -2, 5, -12, 0, 20, 0, -4
Cc1cccc(C)c1OC(=O)C(c1ccccc1)c1ccccc1
  1.0, 2, -2.2, 8, 3, -22, -3, 14, 0, -6
Cc1cc2cc(CNC(=O)c3ccc(C)c([N+](=O)[O-])c3)ccc2[nH]1
  2.1, 1, 0.7, 0, 1, 8, 1, -43, 2, -10
C=CCN1C(=O)C(Cc2ccc(OC)cc2)S/C1=N\N=C\c1cccs1 (centres undefined)
  0.1, -3, 0.6, 1, 2, -10, -1, -37, -6, -13
COc1ccccc1CNC(=O)CN1C(=O)CSc2ccc(S(=O)(=O)N3CCCC3)cc21
  -0.2, -1, 0.3, -4, -1, 2, 1, -5, -6, -8

Single entries from the list:
DAGLB inhibitor result of CCN(CC)C(=O)Oc1ccc2cc(Br)ccc2c1 = -9
SR-BI uptake up result of COc1ccc2[nH]c3c(C)c4cc[n+](C)cc4c(C)c3c2c1 = 3
CAL PDZ FP-2 result of O=C(Cc1ccccc1)N/N=C/c1ccc(-c2ccc([N+](=O)[O-])cc2)o1 = -4

(cont.)
Order of results: C-LANA FP, CAL PDZ FP-2, CAL PDZ FP-1, RTF Ca sens act, Rtt109 HAT inh, DAGLB inhibitor, Keap1-Nrf2 PPI, SR-BI uptake up, PKA-R2B activ, RTF Ca sens inh
CCC(C)NC(=O)c1n[nH]c(=O)c2ccccc12 (centres undefined)
  -1.8, -3, -0.3, -2, 4, 0, 6, 37, 7, 11
O=C(Cc1ccccc1)c1ccc(N2CCOCC2)cc1
  2.6, -5, 0.5, -2, 0, 2, -1, -8, -12, 3
COC(=O)c1sccc1NC(=O)C1CC1
  1.1, -1, -0.2, -4, -5, 0, -3, -3, 13, -6
O=C(c1cc(=O)[nH]c2ccccc12)N1CCN(c2cccc(C(F)(F)F)c2)CC1
  -1.8, -1, -3.0, 2, 12, 0, -1, -4, 4, -11
CC(C)=CCc1c(O)cc(O)c2c1OC(c1ccc(O)cc1)CC2=O (centres undefined)
  -2.5, -2, -2.0, 0, 14, -3, 0, 3, -11, -2
O=S(=O)(c1ccc(OC(F)(F)F)cc1)N1CCCC(N2CCOCC2)C1 (centres undefined)
  -1.4, -3, -1.2, -7, 0, -3, -1, -13, -11, -6
COc1ccccc1C(=O)CC(=O)c1ccccc1
  -0.7, -3, nt, -6, 0, -9, -6, 0, -13, -6
CCCN(CCC)S(=O)(=O)c1ccc(C(=O)N2CCN(C)CC2)cc1
  -0.4, -1, -0.1, 3, 6, -3, -3, 20, -2, 7
O=C(CNC(=O)c1ccco1)Nc1ccncc1
  0.0, 10, -2.2, 8, 3, -3, 0, 11, -7, -4
CC(C)(C)c1[nH]c2ccccc2c1/C=N/O
  0.9, 2, -0.7, -15, -7, 3, 2, -6, 10, -5
Cc1cccc(C)c1NC(=O)CN(C1CCCCC1)S(C)(=O)=O
  2.1, -3, 0.9, 16, 0, 1, 5, 10, 4, 2
O=C(O)C1CC(c2ccccc2F)=NO1 (centres undefined)
  0.7, 4, 1.2, 11, 3, -1, -4, 2, 2, -8
Cc1cc(NC(=O)c2cnn3c(C(F)(F)F)cc(-c4ccccc4)nc23)no1
  2.7, -7, -5.3, 2, 4, -4, 3, -45, 9, -7
Cc1nn(C(=O)CCC(=O)NCc2cccc(F)c2)c2ccccc12
  -0.9, nt, -1.2, 0, -15, 0, -6, 13, -9, -12
Cc1ccc(C(C)C)cc1OCC(=O)NC1CCCCCCC1
  -1.0, 4, 0.5, -3, 12, -12, 0, -30, -1, 14
COc1ccc(C(O)P(=O)(OC2CCCCC2)c2ccc(N(C)C)cc2)cc1OC (centres undefined)
  -1.5, nt, -0.8, -1, -7, 0, -1, -6, 14, -1
Cc1[nH]c(=O)c(C(=O)/C=C/c2ccccc2)c2c1CCCC2
  0.9, 6, -1.1, -2, -1, 4, -2, 9, -6, -7
COc1cc(/C=N/N2C(=O)C3C4c5ccccc5C(c5ccccc54)C3C2=O)ccc1O (centres undefined)
  -0.4, 4, -0.7, -8, 43, 0, -3, 20, -4, 4
Cc1ccc(OCc2ccc(C(=O)NN)o2)c([N+](=O)[O-])c1
  3.4, 2, -1.8, -3, 6, -2, 4, -13, 0, -5
Cc1ccc(S(=O)(=O)N2CCOCC2)cc1NC(=O)COC(=O)c1ccc2c(c1)OCCO2
  nt, 1, -1.2, 2, 8, -1, nt, -23, -7, 2
c1ccc2nc(N3CCCC3)c(N3CCCCC3)nc2c1
  -0.3, -2, 4.6, -5, -1, -4, -2, -21, 3, 2
O=C(CNC(=O)c1cccc(Br)c1)N/N=C/c1ccc[nH]1
  -0.8, nt, -1.4, 0, -1, 2, 2, 3, -6, 0
CCC1=Nc2cc(C(=O)NCc3ccco3)ccc2Sc2ccc(Cl)cc21
  0.4, -3, -1.2, 9, -3, 1, 1, -9, -3, -14
N=c1c(C(=O)NC2CCCCC2)cc2c(=O)n3ccccc3nc2n1CC1CCCO1 (centres undefined)
  1.1, 0, -1.9, 7, i, 1, -4, 15, -2, 2
O=C(CN1C(=O)CSC1=O)NC1CCCCC1
  0.6, -1, -0.1, -1, -4, 0, 1, -2, 8, 2

Results in CAL PDZ FP-2 and C-LANA FP (two entries from above):
canonical_smiles	CAL PDZ FP-2	C-LANA FP
Cc1cccc(C)c1OC(=O)C(c1ccccc1)c1ccccc1	2	1.0
Cc1cc2cc(CNC(=O)c3ccc(C)c([N+](=O)[O-])c3)ccc2[nH]1	1	2.1
